FBW7 act = FBW7 E3 ligase activators, primary screen, biochemical, AlphaScreen, human | hit rate 0.13% among 650,000 | normalized activity (activation), % at 26.1 µM | AlphaScreen FBW7–phospho-cyclin E peptide binding, activator screen; in the data active means normalized activity above about 1.9%;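 further: purified mutant Fbw7 with reduced substrate affinity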
Target sequence (Q969H0 whole entry, looked up): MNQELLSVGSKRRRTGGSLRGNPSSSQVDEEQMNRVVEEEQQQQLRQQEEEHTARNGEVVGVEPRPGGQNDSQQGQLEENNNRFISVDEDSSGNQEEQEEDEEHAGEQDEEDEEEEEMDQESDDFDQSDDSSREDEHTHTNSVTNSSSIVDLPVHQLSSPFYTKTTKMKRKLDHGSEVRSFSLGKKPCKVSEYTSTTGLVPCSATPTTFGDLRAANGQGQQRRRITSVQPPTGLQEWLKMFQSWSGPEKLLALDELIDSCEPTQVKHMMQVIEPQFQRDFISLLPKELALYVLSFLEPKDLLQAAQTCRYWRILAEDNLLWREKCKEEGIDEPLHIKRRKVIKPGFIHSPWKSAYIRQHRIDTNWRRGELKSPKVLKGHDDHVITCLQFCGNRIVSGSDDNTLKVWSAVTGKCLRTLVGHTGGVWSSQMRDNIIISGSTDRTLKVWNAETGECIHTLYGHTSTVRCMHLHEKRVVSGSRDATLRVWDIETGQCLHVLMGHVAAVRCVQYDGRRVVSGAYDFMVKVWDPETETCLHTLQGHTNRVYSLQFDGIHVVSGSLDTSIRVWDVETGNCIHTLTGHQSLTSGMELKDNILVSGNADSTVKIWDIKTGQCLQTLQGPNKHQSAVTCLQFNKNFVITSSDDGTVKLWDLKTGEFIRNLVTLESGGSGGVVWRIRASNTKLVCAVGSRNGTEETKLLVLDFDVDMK
GPR151 activ = activators of human GPR151, primary screen, cell-based, PathHunter beta-arrestin, luminescence | activation, % at 11.2 µM | AID 1508602, 2020 | PathHunter beta-arrestin GPR151 cells | hit rate 1% among 650,000 | G-protein coupled receptor 151 (Homo sapiens), Q8TDV0; in the data active means activation above about 4.9%;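 further: 0% = median of compound wells and 100% = cells with positive control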
Target sequence (Q8TDV0 whole entry, looked up): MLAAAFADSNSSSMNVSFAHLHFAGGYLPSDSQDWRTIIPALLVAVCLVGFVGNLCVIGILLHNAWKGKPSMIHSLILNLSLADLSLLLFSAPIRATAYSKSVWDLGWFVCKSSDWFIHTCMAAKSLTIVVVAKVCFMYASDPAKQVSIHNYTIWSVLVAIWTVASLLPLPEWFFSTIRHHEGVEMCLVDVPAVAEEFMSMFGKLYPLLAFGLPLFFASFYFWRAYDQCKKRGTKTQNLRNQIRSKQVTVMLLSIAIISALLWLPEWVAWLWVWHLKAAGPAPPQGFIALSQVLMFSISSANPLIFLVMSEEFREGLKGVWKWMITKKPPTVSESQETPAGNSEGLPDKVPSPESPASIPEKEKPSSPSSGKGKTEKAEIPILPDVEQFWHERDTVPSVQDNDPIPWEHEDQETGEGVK
MITF inh = MITF inhibitors, primary screen, biochemical, AlphaScreen, human | Microphthalmia-associated transcription factor (Homo sapiens), O75030 | AlphaScreen MITF homodimerization, bead proximity signal | hit rate 0.91% among 650,000 | AID 1259374, 2018 | inhibition, % at 2.6 µM; in the data active means inhibition above about 50%;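 further: 0% = vehicle wells with protein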
TEAD-YAP block = TEAD-YAP interaction inhibition, primary screen, TEAD-YAP interaction inhibitor project, luminescence, HEK-TIYL cells. TEAD-Gal4/YAP UAS-luciferase luminescence. AID 1259422, 2018. inhibition, % at 9.12 µM. hit rate 1.4% among 640,000; in the data active means inhibition above about 32%;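 further: 0% = median of test compound wells and 100% = reference inhibitor wells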
* marks the source's active call; other numbers are inactive results.

Values run as follows: FBW7 act | GPR151 activ | MITF inh | TEAD-YAP block
CCC(=O)NNC(=O)c1cccc(OC)c1
    0.0 | 0.6 | 1 | 5
CCOC(=O)c1sc2nc(SCC#N)n(Cc3ccccc3OC)c(=O)c2c1C
    0.0 | 0.5 | -7 | -1
CCOc1ccc(NC(=O)c2ccc(-c3cccc(Cl)c3C)o2)c([N+](=O)[O-])c1
    0.0 | 0.3 | 14 | 2
COc1ccccc1CN1C(=O)c2ccccc2C1C(=O)NC1CCCCC1 (centres undefined)
    0.1 | -0.4 | 8 | -2
Cc1cccc(OCC(=O)NCC(c2ccc3c(c2)CCN3C)N2CCOCC2)c1 (centres undefined)
    0.1 | -1.5 | -1 | -2
O=C(Cn1cncn1)Nc1ccc([N+](=O)[O-])cc1
    -0.2 | -2.4 | -11 | -14
COc1ccc(Cl)cc1NC(=O)c1c(NCc2cccs2)sc2c1CCC(C)C2 (centres undefined)
    0.4 | -0.9 | 14 | 0
Cn1c(=O)c(C=Nc2ccc(Br)cc2)c(O)c2ccccc21
    0.4 | -1.5 | -1 | -1
COc1ccc(NC(=O)[C@@H](c2ccccc2)N2Cc3ccccc3C2=O)c(OC)c1
    -0.2 | 0.3 | 4 | -8
CCCCC(=O)NC(c1ccco1)c1ccc2cccnc2c1O (centres undefined)
    -1.8 | -0.4 | 33 | 27
CCC(=O)N1CCN(c2ccc(NC(=O)c3ccc(OC(C)CC)cc3)cc2)CC1 (centres undefined)
    0.4 | -0.9 | 14 | 0
CC(=O)N(CN1C(=O)c2cc(Cl)c(Cl)cc2C1=O)c1ccccc1
    0.2 | -0.7 | 11 | -23
Cc1nnc(SCc2cnc(-c3ccccc3)o2)[nH]c1=O
    0.2 | -1.9 | 4 | -5
O=C(O)CN1C(=O)/C(=C/c2c(F)cccc2Cl)Oc2ccccc21
    -0.2 | 0.9 | 4 | 1
Cc1oc2cc(Br)c(OCC(=O)OCc3ccccc3)cc2c1C(=O)OC(C)C
    0.0 | 2.1 | 7 | -2
CCOC(=O)CNc1nc2ccc(C)cc2n2nnnc12
    -0.2 | 0.0 | -5 | 10
Cc1ccccc1C(=O)Nc1cccc(NC(=O)COc2ccccc2Cl)c1
    0.0 | 0.9 | 0 | 3
CCOc1ccc(-c2cc(N)n(S(=O)(=O)c3cc(Cl)sc3Cl)n2)cc1
    -0.1 | 0.5 | -2 | -1
O=C(Nc1ccc2c(c1)OCO2)c1ccc2nc(Nc3nccc4ccccc34)sc2c1
    0.0 | 0.5 | 12 | -19
COC(=O)c1ccccc1NC(=O)c1ccc(OCc2ccccc2Cl)cc1
    -0.1 | -1.0 | -9 | 2
COc1ccc(CNC(=O)CC2C(=O)NCCN2Cc2ccc(OC)c(C)c2C)cc1 (centres undefined)
    0.0 | 0.0 | -7 | 1
CCOC1=C/C(=C/c2c(N)n3nc(S(=O)(=O)CC)sc3nc2=O)C=CC1=O
    0.2 | -0.9 | 18 | 6
O=C1CCCN1CCC1CCCCN1Cc1nc(-c2ccccn2)no1 (centres undefined)
    0.1 | -1.5 | 3 | 2
CCN(CC(=O)NC(C)C)Cc1csc(-c2ccccc2Cl)n1
    0.1 | -1.2 | 2 | -7
Nc1cccc(-c2nc3cc(Cl)ccc3o2)c1
    0.4 | -3.5 | 3 | -47
Cc1ccc(CN2CC34C=CC(O3)C(C(=O)NCCC(C)C)C4C2=O)cc1 (centres undefined)
    -0.1 | -0.9 | -15 | -1
CC(Oc1ccccc1)C(=O)NCCc1ccc(F)cc1 (centres undefined)
    -0.1 | -0.5 | 7 | -2
Cc1nc(C)c(-c2csc(Nc3ccc(Cl)cc3)n2)s1
    -0.2 | -0.3 | -2 | -1
CC(C)=N/N=c1\scc(-c2ccccc2)n1-c1c(C)n(C)n(-c2ccccc2)c1=O
    0.0 | -0.4 | 2 | 0
COC(=O)c1ccc(OCC(O)Cn2nc(C)cc2C)cc1 (centres undefined)
    0.0 | 2.0 | 2 | -3
COc1ccc(/C=C(\C#N)c2nc3ccccc3s2)cc1OC
    0.1 | 0.5 | 9 | -12
CCOc1ccccc1NC(=O)c1ccccc1OC
    0.0 | -0.7 | -6 | -1
COc1ccccc1NC(=S)N(CCCN1CCCCC1)Cc1ccco1
    -0.1 | -0.1 | -7 | 2
CC(=O)N(CC(O)c1ccccc1)C1CC(=O)N(c2ccc(Br)cc2)C1=O (centres undefined)
    0.3 | 0.1 | -5 | 4
NC(=O)c1ccccc1Nc1ccc([N+](=O)[O-])cc1[N+](=O)[O-]
    0.6 | 0.7 | 12 | 5
CCOC(=O)CSc1nc2cc(C(=O)NCCC3=CCCCC3)ccc2c(=O)n1-c1ccccc1
    -0.1 | -0.6 | 10 | 8
Cc1oc(C(C)(C)C)c(CN2CCOCC2)c1C(=O)O
    0.6 | -0.1 | 11 | 6
O=C(c1ccc([N+](=O)[O-])cc1)N1CCC(C(=O)N2CCN(c3ccc(F)cc3)CC2)CC1
    -0.1 | 0.9 | -1 | 2
COC(=O)Cn1cnc2c(nnn2-c2ccc(F)cc2)c1=O
    0.1 | 0.2 | 3 | -2
CN(C)CCCN(CCCN(C)C)Cc1ccc2ccccc2c1
    -0.1 | 0.4 | 45 | 2
COC(=O)Nc1ccc(S(=O)(=O)NCc2ccccn2)cc1
    0.3 | 2.2 | -7 | -7
CCN(CC)C(=O)C1CCCN(c2cc(C(=O)Nc3ccccc3)c3ccccc3n2)C1 (centres undefined)
    0.1 | 4.2 | 13 | 5
CCOC(=O)C1(CC2CCCCO2)CCN(Cc2nc3ccccc3nc2C)CC1 (centres undefined)
    -0.1 | 0.7 | -3 | -1
COC(=O)c1c(NC(=O)C(c2ccccc2)c2ccccc2)sc(C)c1C
    0.1 | 0.7 | 14 | 0
CCOc1ccc(S(=O)(=O)N(C)Cc2cccc(F)c2)cc1
    0.1 | 0.1 | 3 | -4
CNC(=O)Cc1ccc(NS(=O)(=O)c2ccc(F)c(Cl)c2)cc1
    -0.1 | 1.0 | -5 | 3
COc1ccc(-c2nc3ncnc(NCCCN4CCCC4=O)c3[nH]2)cn1
    0.0 | -0.1 | -1 | 10
CCc1nn(CC(=O)N2CCC(C(N)=O)CC2)c(=O)c2cc3sccc3n12
    -0.1 | 0.5 | -14 | 2
O=C(CCc1nc2cccnc2n1Cc1cccs1)NCc1ccc2c(c1)OCO2
    0.1 | -0.1 | 8 | -3
COc1cc(NS(=O)(=O)CCc2ccccc2)ccc1N1CCCC1=O
    0.0 | 1.2 | 7 | 1

The results go on:
Values run as follows: FBW7 act | GPR151 activ | MITF inh | TEAD-YAP block
Cc1cccc(NC(=O)COc2c(C)cc(C)cc2C)c1
    0.1 | -0.2 | 3 | 1
O=C(N/N=C/c1ccc(O)cc1O)c1ccc(S(=O)(=O)N2CCCCC2)cc1
    -0.1 | 0.7 | 20 | 9
Cc1cccc(CN2CCN(C(=O)CCn3cncn3)CCC2=O)c1
    0.0 | -0.3 | -10 | 2
CC(C)(C)NC(=O)CSc1ccc(Cl)cc1
    0.1 | -1.1 | 14 | -47
CCOc1cc(CN2CCN(C3CCCC3)CC2)ccc1OC
    0.0 | 1.2 | 53* | 6
CN(C)CCCN(C(=O)CCl)C1CCS(=O)(=O)C1 (centres undefined)
    -0.1 | 0.6 | 0 | -1
Cc1nnc(NC(=O)CSc2nc(C(C)C)ccc2C#N)s1
    0.2 | -2.3 | 7 | 63*
CC(C)NC(=O)C(=O)NCC(c1ccco1)S(=O)(=O)c1ccccc1 (centres undefined)
    0.1 | 0.5 | 8 | 6
COC(=O)C1CCN(C(=O)Nc2cccc(Cl)c2)CC1
    0.0 | -0.6 | -2 | 2
COc1ccc2[nH]c(=O)c(CN(Cc3cccnc3)C(=O)Nc3ccc(F)cc3)cc2c1
    0.7 | 0.0 | 13 | 46*
CC(C(=O)OCC(=O)c1ccccc1)N1C(=O)C2C3C=CC(C3)C2C1=O (centres undefined)
    0.1 | -2.1 | 7 | -9
COc1ccc(C(=O)Nc2ccc(Br)cc2C(=O)O)cc1[N+](=O)[O-]
    -0.1 | -3.9 | 1 | 13
O=C(CCSCc1ccccc1F)NCc1cccnc1
    0.0 | -0.5 | -14 | 3
CCN(CC)C(=O)CNC(=O)Cn1cnc2sc3c(c2c1=O)CCCC3
    0.0 | -0.3 | -3 | -1
COC(=O)C1=C(C)NC2=C(C(=O)CC(c3ccc(OC)cc3)C2)C1c1ccc(OC)c(OC)c1 (centres undefined)
    0.4 | 0.6 | 16 | 2
S=c1nc(NCc2ccc3c(c2)OCO3)c2ccccc2[nH]1
    -0.1 | -0.4 | 3 | 3
CCOC(=O)c1c(NC(=O)C(C)Sc2cn(CCNC(=O)c3ccc(F)cc3)c3ccccc23)sc2c1CCC2 (centres undefined)
    0.1 | 0.4 | -4 | -7
CN1C(=O)C(Cc2ccc(Br)s2)C(=O)N(C)C1=O
    -0.3 | -0.9 | 16 | -3
NS(=O)(=O)c1ccc(N/N=C/c2ccc3c(c2)OCO3)cc1
    0.0 | -4.0 | 0 | -41
O=C(O)COc1ccc(C2SCCCS2)cc1
    0.0 | -0.2 | 0 | 0
CCCc1cc(=O)oc2cc(OCC)ccc12
    0.0 | 0.9 | 0 | 5
COc1cc(N2CCOCC2)ccc1Nc1cc(-c2nocc2-c2cn[nH]c2C)ccn1
    -0.7 | 1.9 | -9 | 6
COc1ccc(OC)c(CCNC(=O)c2cc3c(=O)n(C)c4ccccc4c3n2C)c1
    0.7 | -0.4 | 7 | -4
CCN(CC)c1nc(NCc2cccnc2)nc(Nc2ccnn2C)n1
    0.1 | 1.2 | 10 | -6
CC(=O)Nc1sc2c(c1C(c1cccnc1)N1CCOCC1)CCCC2 (centres undefined)
    -0.1 | 1.7 | -5 | -21
N#CC1=C(N)n2c(s/c(=C\c3cccc(Cl)c3Cl)c2=O)=C(C#N)C1c1cccc(Cl)c1Cl (centres undefined)
    -0.1 | 0.1 | 10 | 9
O=C(O)COc1ccc(C2C3=C(CCCC3=O)OC3=C2C(=O)CCC3)cc1
    -0.3 | 6.2* | 2 | 0
CCN1C(=O)C(=Cc2ccc(O)cc2)C(=O)N(CC)C1=S
    0.1 | -1.3 | 13 | 7
COc1ccccc1CNC(=O)Cn1cccc1
    -0.1 | -0.5 | 4 | -3
O=C(CSc1nc2ccccc2s1)Nc1ccc2nc(SCC(=O)N3CCOCC3)sc2c1
    -0.1 | 1.7 | 14 | -14
COc1ccc(C)cc1NC(=O)C1CCC(CNc2c(N3CCCC3)c(=O)c2=O)CC1 (centres undefined)
    -0.1 | 0.9 | 7 | -1
COc1cc(Br)ccc1N1C(=O)c2cccc([N+](=O)[O-])c2C1=O
    0.1 | 0.6 | 14 | 4
O=C1c2ccccc2C(=O)N1CC1c2ccccc2CCN1C(=O)COc1ccc(Cl)cc1Cl (centres undefined)
    0.0 | 1.1 | 3 | 1
CCOc1ccc(CC(=O)Nc2sc3c(c2C(=O)OC)CCCC3)cc1OCC
    0.0 | 1.3 | 12 | 6
CCOc1ccc(N2C(=O)CSC2c2ccccc2[N+](=O)[O-])cc1 (centres undefined)
    0.1 | 0.5 | 14 | 2
CCOc1ccccc1CN1CCC(C(=O)NC(C)CC)CC1 (centres undefined)
    0.6 | 0.5 | 40 | -2
Cc1ccc(-c2noc(CCC(=O)Nc3ccc(C)cc3C)n2)cc1
    -0.2 | 0.3 | 2 | -6
Clc1ccc(CSc2nnc(-c3ccc(Cl)cc3Cl)o2)c(Cl)c1
    0.5 | 4.0 | 6 | 11
C[C@H](O)[C@H]1NC(=O)[C@@H]2C[C@H](NC(=O)Nc3cccc(F)c3)CN2C1=O
    -0.5 | 0.6 | -2 | 2
Cc1ccc(Cl)cc1NC(=O)CCC(=O)NCc1ccccc1
    0.7 | 0.5 | -4 | 5

Record cards, as listed above. Order of screens: FBW7 act | GPR151 activ | MITF inh | TEAD-YAP block
CCOc1ccc(CC(=O)Nc2sc3c(c2C(=O)OC)CCCC3)cc1OCC is listed with 0.0 | 1.3 | 12 | 6
CCOc1ccc(N2C(=O)CSC2c2ccccc2[N+](=O)[O-])cc1 (centres undefined) is listed with 0.1 | 0.5 | 14 | 2
COc1ccc(C)cc1NC(=O)C1CCC(CNc2c(N3CCCC3)c(=O)c2=O)CC1 (centres undefined) is listed with -0.1 | 0.9 | 7 | -1
CCOc1ccccc1CN1CCC(C(=O)NC(C)CC)CC1 (centres undefined) is listed with 0.6 | 0.5 | 40 | -2
Clc1ccc(CSc2nnc(-c3ccc(Cl)cc3Cl)o2)c(Cl)c1 is listed with 0.5 | 4.0 | 6 | 11

The list goes on.
Values run as follows: FBW7 act | GPR151 activ | MITF inh | TEAD-YAP block
C[C@H]1NC(=O)[C@H]2CN(Cc3cn(C)nc3-c3ccccc3)CCN2C1=O
    0.1 | -0.5 | 15 | -1
CN(C)CCCNC(=O)CN1N=C(C(C)(C)C)Cn2c(cc3ccccc32)C1=O
    0.0 | -0.8 | 11 | 6
C/C(CCS(=O)(=O)c1ccc(Br)cc1)=N\NC(N)=S
    0.1 | -0.4 | 6 | 3
CCOc1cc(/C=N/NC(=O)CCn2nnc3ccccc32)ccc1O
    0.0 | 0.3 | -3 | -2
CC(C)(C)CC(=O)NCc1nc(-c2ccccc2)no1
    0.0 | 0.7 | 2 | -3
CC(C)n1cnc2c(NCc3ccccc3)nc(Nc3ccncc3)nc21
    0.3 | -0.6 | 1 | -8
CC(C)(C)NC(=O)NC(=O)CN1CCN(C(c2ccccc2)c2ccccc2)CC1
    -0.1 | 2.5 | -5 | 4
NNC(=S)Nc1ccccc1Cl
    -0.1 | 1.2 | -2 | -23
Cc1ccc(CNC(=O)CSc2nc3ccccc3c(=O)n2CC2CCC(C(=O)NCc3ccco3)CC2)cc1 (centres undefined)
    -0.3 | -0.2 | -1 | 2

Screens: PubChem, The Scripps Research Institute Molecular Screening Center
